Bioassay records deposited in PubChem by several laboratories.
HIV peptide binding: inhibitors of HIV fusion peptide binding, primary screen, biochemical, uHTS, fluorescence dequenching (AID 1986); cell-free peptide binding, fluorescence dequenching, 30 min; higher % means a stronger effect; inhibition, % at 20 µM; hits with a dose series show IC50 in µM; 0.3% of 290,000 active; in the data active = inhibition mostly above about 52%, no sharp cut-off; inactive = mostly below about 76%; note: some results filed as inactive read as strong as hits
Hep lipid drop: modulators of hepatic lipid droplet formation | AML12 mouse hepatocytes, oleate lipid droplets, BODIPY imaging | inhibition, % at 6.5 µM | 0.4% of 240,000 active | AID 1656;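 active = lipid droplet intensity inhibited by at least 50%, with more than 500 cells counted; inconclusive = wells with under 300 cells, treated as cytotoxic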
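material = mouse AML12 hepatocyte cell line, fixed after treatment | also added = 100 µM oleic acid challenge | doses = compound at 6.5 µM only | schedule = overnight exposure | technique = Image-based BODIPY and DAPI two-channel analysis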
NS5 inhibitors: Dengue-2 NS5 methyltransferase inhibitors, primary screen, biochemical, confirmation dose response (AID 588689) | Dengue-2 NS5 methyltransferase capping enzyme assay, biochemical; higher % means a stronger effect | 0.3% of 340,000 active | one-dose inhibition, % at 25 µM; IC50 in µM for titrated hits; in the data active = a potency from the dose series; inconclusive = inhibition above about 29% without an active follow-up result
XIAP antagonists: small molecules displacing peptide from XIAP – biochemical, IAP family, fluorescence polarization (AID 1018); XIAP BIR domain, fluorescence polarization peptide displacement; higher % means a stronger effect; displacement, % at 20 µM, or IC50 in µM where a hit was titrated; 0.007% of 200,000 active; in the data active = displacement above about 50%; note: a part of the inactive calls stands beside numbers as strong as those of hits
NOD2 inhibition: inhibition of NOD2-driven NF-kB reporter – cell-based, luminescence, uHTS, HEK293 (AID 1566). inhibition, % at 4 µM, or EC50 in µM where a hit was titrated. HEK293 NOD2/NF-kB luciferase reporter, luminescence; higher % means a stronger effect. 0.63% of 290,000 active; note: many of its hits are not listed in these tables
Myeloid diff 2: promotes myeloid progenitor differentiation; ER-HoxA9 myeloid progenitors, lysozyme-GFP differentiation, flow cytometry; calls only at 10 µM; 1% of 360,000 active;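 active = normalized GFP-positive differentiation at or above the plate's own cutoff, the solvent-only control mean plus 3 SD; inconclusive = no clear call, values can overlap the other calls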;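 note: cells exposed to compound for four days before flow analysis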
SIAH1 antagonists: blockers of Siah-1 interaction with plectin peptide – biochemical, fluorescence polarization, rhodamine-plectin, uHTS, primary screen (AID 1817). Siah-1 / rhodamine-plectin peptide fluorescence polarization; higher % means a stronger effect. displacement, % at 20 µM, or IC50 in µM where a hit was titrated. 0.02% of 290,000 active;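 active = displacement of at least 50% at 20 µM, with a fluorescence ratio check between 0.3 and a set limit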;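 note: plate controls were Siah plus tracer with DMSO for no effect and tracer alone without Siah for full effect; strong numbers were not always called active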
AID2073: inhibitors of Mint1-CaV2.2 protein interaction, biochemical, HTRF (AID 2073); HTRF protein-protein interaction, Mint1-CaV2.2; higher % means a stronger effect; 0.19% of 290,000 active; inhibition, % at 20 µM, or IC50 in µM where a hit was titrated; in the data active = inhibition mostly above about 51%, no sharp cut-off; inconclusive = no clear call, values can overlap the other calls; inactive = mostly below about 53%; note: some results filed as inactive read as strong as hits
LYP phosphatase: inhibitors of LYP phosphatase, biochemical, fluorescence intensity, uHTS (AID 1779). recombinant LYP phosphatase, fluorescence intensity; higher % means a stronger effect. one-dose inhibition, % at 11.5 µM; IC50 in µM for titrated hits. 0.054% of 290,000 active;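 note: plate controls were vehicle with enzyme for no effect and no enzyme for full effect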
Hep lipid drop cells 6.5 µM: second read-out of Hep lipid drop, no call of its own (marks repeat the call); cell count; measured here: cell count, cytotoxicity flag;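 cells counted across two imaged fields per well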
Myeloid diff 2 GFP+ MAC1+ %: also measured in Myeloid diff 2; calls as there; GFP+ MAC1+ double positive, %; measured here: differentiation confirmed by MAC1 staining
The depositor's hits bear a star; i = inactive; ? = inconclusive; . = no result given. Cut-off read from the data, not from the text of the source, unless noted: active = inhibition above about 50%; inactive = the rest. An excerpt; rates above refer to the full screens.

Below each SMILES – HIV peptide binding | Hep lipid drop | Hep lipid drop cells 6.5 µM | NS5 inhibitors | XIAP antagonists | NOD2 inhibition | Myeloid diff 2 | Myeloid diff 2 GFP+ MAC1+ % | SIAH1 antagonists | AID2073 | LYP phosphatase
COc1ccc(OC)c(C2C3=C(N=c4s/c(=C\c5cccc(O)c5)c(=O)n42)c2ccccc2CC3)c1 (configuration not stated)
→ 6.2% | 21 | 646 | -10% | -1.5% | -5% | i | 0.5 | 14% | 10% | 11%
COc1cccc(NC(=O)c2cc3ccccc3cc2OC)c1
→ 0.2% | -1 | 825 | -1% | . | -35% | i | 0.2 | 8% | 10% | 1%
O=C(CCCCCN1C(=O)C2C3C=CC(C3)C2C1=O)Nc1nccs1 (configuration not stated)
→ 2.6% | . | . | -3% | -3.3% | 0% | i | 0.7 | 2% | 0% | -6%
COc1cc(NC(=S)N2CCN(C(=O)c3ccco3)CC2)c(OC)cc1Cl
→ -2.2% | 1 | 601 | 2% | -4.9% | 3% | i | 0.8 | 0% | 17% | 3%
O=C1C(=O)c2c(C(=O)c3ccccc3)coc2-c2ccccc21
→ -0.2% | 4 | 775 | 82µM* | -0.4% | -99% | ? | . | 6% | 33% | 0%
COC(=O)CC1Nc2ccccc2SC1=O (configuration not stated)
→ -0.3% | 9 | 766 | -10% | -3.7% | 1% | i | 1.5 | 2% | 0% | -11%
S=c1[nH]nc(NCCCN2CCOCC2)s1
→ 0.2% | -12 | 733 | 2% | . | 18% | i | 0.6 | -4% | -37% | -13%
O=C(Nc1cccc(Oc2c(F)c(F)c(F)c(F)c2F)c1)N1C[C@@H]2C[C@@H](C1)c1cccc(=O)n1C2
→ 4.6% | . | . | -3% | 2.2% | -9% | . | . | 1% | 17% | -5%
Cc1cc(S(=O)(=O)c2cc3ccc(O)c(C)c3oc2=O)ccc1F
→ 3.8% | 9 | 426 | 3% | . | 36% | i | 0.4 | 2% | 15% | -17%
COc1ccccc1NC(=O)C1=C(C)NC(SCC(=O)Nc2ccc(C(=O)O)cc2)=C(C#N)C1c1cccs1 (configuration not stated)
→ 13% | 11 | 635 | 18% | . | 6% | i | 0.2 | 12% | -15% | 0%
O=C(Nc1sc2c(c1C(=O)O)CCCCC2)c1ccccc1
→ 8.0% | -20 | 675 | 28% | -8.5% | -49% | i | 1.1 | -2% | 12% | -1%
CC1=C(C(=O)Nc2ccccc2C)C(c2ccc(C)o2)n2c(s/c(=C/c3ccccc3)c2=O)=N1 (configuration not stated)
→ 17% | -8 | 781 | 3% | -9.4% | -22% | i | 0.7 | -5% | 2% | 5%
O=C(O)c1cc(Cl)c(Cl)cc1C(=O)Nc1cccnc1
→ 0.8% | 0 | 696 | . | -4.4% | -14% | . | . | -2% | -3% | -2%
CC(=O)N1N=C(c2cccc(Cl)c2)OC1c1cccc([N+](=O)[O-])c1 (configuration not stated)
→ -1.4% | -7 | 653 | -3% | -3.9% | 28% | i | 0.3 | 2% | -9% | -4%
Cc1cc(C)c(-c2csc(NC(=O)c3cc([N+](=O)[O-])ccc3N3CCOCC3)n2)c(C)c1
→ 0.8% | -22 | 678 | 1% | -1.3% | 0% | i | 0.5 | 1% | 9% | 10%
O=C(Nc1nc(-c2ccccc2)cs1)C1CCCCN1S(=O)(=O)c1ccccc1 (configuration not stated)
→ 0.2% | 41 | 802 | -6% | -0.5% | 6% | i | 0.6 | 2% | ? | 5%
COc1ccc(N2C(=O)CC(N3CCN(c4ccc(S(C)(=O)=O)cc4)CC3)C2=O)cc1 (configuration not stated)
→ -0.9% | -1 | 796 | -1% | -4.9% | 15% | i | 7.5 | 0% | -9% | -5%
Clc1ccccc1CNc1nc2ccccc2n2cnnc12
→ 1.5% | -30 | 708 | -31% | . | 9% | i | 0.6 | 18% | 2% | -7%
Cc1cc(-c2ccccc2)c2c3c(cn2n1)c(=O)n(C)c(=O)n3C
→ 5.4% | -4 | 565 | 4% | -6.9% | 8% | i | 0.6 | -2% | -8% | -3%
O=C(Cc1ccccc1)NCC(=O)OCc1ccc([N+](=O)[O-])cc1
→ 26% | 18 | 637 | 1% | 2.2% | 0% | i | 0.6 | 8% | 2% | -4%
COCCCNC(=O)CCc1c(C)c2cc3c(C)coc3cc2oc1=O
→ 1.1% | 4 | 852 | -7% | . | 3% | i | 0.2 | 0% | 19% | 1%
O=C(NC(=S)NC1C2CC3CC(C2)CC1C3)c1ccccc1 (configuration not stated)
→ 0.8% | 1 | 783 | -3% | . | 1% | i | 0.1 | 1% | 0% | -6%
COc1cccc(NC(=O)c2cc3ccccc3oc2=O)c1
→ -0.2% | 1 | 777 | 0% | . | -113% | i | 0.6 | 14% | 6% | -13%
CCCN(CCC)C(=O)Nc1ccc(F)cc1F
→ -1.5% | 7 | 748 | -1% | . | -11% | i | 0.5 | -10% | -14% | -4%
COc1ccccc1NC(=O)Oc1ccc(C(C)=O)cc1
→ -0.1% | . | . | -4% | -2.5% | -4% | i | 0.6 | 0% | -7% | 4%
COc1cccc(OCC(=O)NNC(=O)C(=O)N2CCCC2)c1
→ 1.6% | 10 | 524 | -4% | -4.6% | 7% | i | 0.2 | 3% | 9% | -1%
O=C(CCSc1ccccc1)N1CCN(c2ccccc2F)CC1
→ -2.7% | -32 | 538 | 2% | -8.2% | -122% | i | 0.0 | -3% | -6% | -5%
CCC(=O)Nc1ccc(C(=O)N/N=C/c2c(C)[nH]c3ccccc23)cc1
→ 3.7% | 3 | 507 | -13% | -1.3% | -16% | i | 0.1 | -10% | -2% | 2%
CCOc1ccc(C(CC(=O)O)NC(=O)C23CC4CC(CC(C4)C2)C3)cc1 (configuration not stated)
→ 0.9% | 0 | 773 | 1% | -0.6% | -2% | i | 0.4 | -5% | 8% | -4%
S=C(NCCC(c1ccccc1)c1ccccc1)Nc1ccccc1Cl
→ -0.7% | . | . | -3% | -4.4% | 5% | i | 1.0 | 3% | -10% | -3%
CN(C)C(=O)[C@H]1C[C@H]1[C@@H](O)[C@H](CO)NC(=O)[C@H](Cc1ccccc1)NC(=O)OC(C)(C)C
→ 2.4% | . | . | -6% | . | 12% | i | 1.3 | 9% | 4% | -10%
CCN(CC)C(=S)Nc1ccc(Cl)c(Cl)c1
→ -1.3% | -6 | 592 | 12% | -1.8% | 12% | i | 0.8 | -2% | -19% | -3%
CCOc1ccc(CN2CCNC(=O)C2CC(=O)O)cc1 (configuration not stated)
→ 2.6% | -2 | 733 | 1% | -1.3% | 20% | i | 1.1 | 2% | 10% | -5%
O=S1(=O)[C@H]2C[C@@H]3C=C[C@@]2(CN1Cc1cccc(F)c1)O3
→ -1.1% | 9 | 797 | 1% | . | 2% | i | 1.0 | 4% | 4% | -6%
Cc1ccc(N=C(NO)c2nonc2N)c(C)c1
→ -0.3% | 0 | 719 | -2% | -13% | 12% | i | 1.1 | 10% | -6% | -1%
Cc1nccn1CCCNC(=O)CC1C(=O)NCCN1Cc1ccc(Cl)c(F)c1 (configuration not stated)
→ 2.6% | -3 | 711 | 10% | -2.7% | 9% | i | 0.1 | 5% | -6% | -10%
COc1ccc(N(CCC(=O)O)S(=O)(=O)c2ccc(C)c(C)c2)cc1
→ 0.2% | 1 | 776 | -5% | . | 1% | i | 0.9 | 14% | 8% | 2%
Cc1c(C#N)c(=O)oc2ccc3ccccc3c12
→ 18% | . | . | 23% | -6.0% | 13% | i | 0.7 | 1% | 30% | -14%
CCOc1ccccc1C(C(=O)NC1CCCCC1)N(C(=O)c1csnn1)C1CC1 (configuration not stated)
→ 0.4% | 2 | 798 | -3% | . | 7% | i | 4.3 | 2% | 9% | -8%
CCn1c(SCC(=O)Nc2nc(C)c(C)s2)nnc1-c1cccs1
→ 0.5% | -6 | 753 | -13% | -6.6% | 14% | i | 0.7 | 0% | -11% | -5%
COC(=O)C1=C(N)OC2=C(C(=O)CC(C)(C)C2)C1c1cccnc1 (configuration not stated)
→ 1.9% | . | . | -6% | -3.2% | 18% | i | 0.5 | 3% | 10% | -5%
COc1cccc(NC(=O)Nc2ccc3c(c2)N(C)C(=O)CS3)c1
→ 2.4% | 8 | 802 | -11% | -8.4% | 18% | i | 0.5 | -4% | 2% | 0%
CC(C)CCc1noc(CN(CC2CCC2)CC2CCCO2)n1 (configuration not stated)
→ -0.4% | -26 | 741 | 2% | . | -6% | i | 0.9 | -2% | 19% | -3%
COc1cccc2c(=O)cc(C)n(CC(=O)Nc3ccc(Br)cc3)c12
→ 5.4% | 3 | 745 | 3% | . | 13% | i | 0.5 | 18% | 2% | -7%
CCOc1cc(C(=O)NCC(=O)N/N=C/c2sccc2C)cc(OCC)c1OCC
→ -1.2% | -22 | 472 | -7% | -7.4% | 22% | i | 0.8 | 1% | -7% | -4%

Ordered by the number under HIV peptide binding (falling): four from the list above.
structure | HIV peptide binding
COc1ccc(OC)c(C2C3=C(N=c4s/c(=C\c5cccc(O)c5)c(=O)n42)c2ccccc2CC3)c1 (configuration not stated) | 6.2%
COc1cccc(NC(=O)Nc2ccc3c(c2)N(C)C(=O)CS3)c1 | 2.4%
Cc1cc(C)c(-c2csc(NC(=O)c3cc([N+](=O)[O-])ccc3N3CCOCC3)n2)c(C)c1 | 0.8%
CCOc1ccccc1C(C(=O)NC1CCCCC1)N(C(=O)c1csnn1)C1CC1 (configuration not stated) | 0.4%

3 compounds from above, reduced to HIV peptide binding:
SMILES	HIV peptide binding
CN(C)C(=O)[C@H]1C[C@H]1[C@@H](O)[C@H](CO)NC(=O)[C@H](Cc1ccccc1)NC(=O)OC(C)(C)C	2.4%
COc1cccc(NC(=O)Nc2ccc3c(c2)N(C)C(=O)CS3)c1	2.4%
COc1cccc2c(=O)cc(C)n(CC(=O)Nc3ccc(Br)cc3)c12	5.4%

Further results follow.
Below each SMILES – HIV peptide binding | Hep lipid drop | Hep lipid drop cells 6.5 µM | NS5 inhibitors | XIAP antagonists | NOD2 inhibition | Myeloid diff 2 | Myeloid diff 2 GFP+ MAC1+ % | SIAH1 antagonists | AID2073 | LYP phosphatase
COc1ccc(-c2nnc3ccc(SC)nn23)cc1
→ 3.1% | . | . | -8% | -1.6% | 30% | i | 1.8 | 3% | 28% | 1%
COc1ccc(N=c2cc(-c3ccc(O)cc3)oc3ccccc23)cc1
→ -2.4% | 0 | 503 | -4% | -4.2% | -1% | i | 0.3 | 3% | 9% | -2%
O=C(NN1C(=O)C2C3C=CC(C3)C2C1=O)c1ccncc1 (configuration not stated)
→ -0.1% | 10 | 728 | -3% | -2.8% | 2% | i | 0.4 | 3% | 6% | -2%
O=C(OCC(=O)N1CCc2ccccc21)c1ccccn1
→ -0.1% | -5 | 608 | -9% | -8.5% | -2% | i | 0.3 | 1% | 5% | -5%
CCOC(=O)CSc1nnc(Cc2ccccc2)n1-c1cccc(Cl)c1
→ 0.5% | . | . | -6% | -2.1% | -18% | i | 0.2 | -1% | 0% | -1%
